CatS block – inhibitors of human cathepsin S. recombinant cathepsin S, AMC dipeptide fluorescence, pooled mixtures. inhibition, %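 (tested at 5 µM per compound within 10-compound mixtures)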. actives 0.06% (n = 62,000). P25774; in the data active means inhibition above about 32%, passing the limit was not always enough;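 further: 0% = enzyme without compound and 100% = blank without enzyme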
CatB mix inh – inhibitors of human cathepsin B in compound mixtures | Purified cathepsin B, AMC dipeptide fluorescence | inhibition, %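 (ten-compound pools at 5 µM per compound and 50 µM total)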 | actives 0.06% (n = 62,000) | AID 488; in the data active means inhibition above about 22%, passing the limit was not always enough;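 further: 0% = enzyme without compound and 100% = no enzyme blank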
Ec RNAP inh – blocks E. coli RNA polymerase transcription | P0A8V2 | AID 559 | actives 0.2% (n = 62,000) | inhibition, %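 (tested at 10 µM)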 | fluorescence transcription assay; in the data active means inhibition above about 20%;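 further: 0% = enzyme without compound and 100% = no enzyme blank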
C1s inh – human complement C1s inhibition. P09871. purified C1s, fluorogenic AMC substrate, pooled mixtures. mean inhibition % of two 10-compound mixtures (stronger effect = higher value), % at 5 µM (by protocol). actives 0.16% (n = 62,000);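 active means inhibition above 20% in each of the two 10-compound mixture wells holding the compound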;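 further: 0% = enzyme wells lacking compound mixture and 100% = no-enzyme blank wells; some compounds called inactive have numbers as strong as hits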
AP complement – alternative pathway complement inhibition, orthogonal assay; AID 1235; Human serum alternative complement pathway, LPS-coated ELISA, C3 deposition; tested in compound mixtures; actives 0.08% (n = 62,000); inhibition, % at 5 µM;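 active means inhibition above 30% in each of the two pooled mixtures holding the compound, so the lower value exceeds 30%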;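 further: 0% = serum in Mg-EGTA without compound and 100% = EDTA serum blank; some compounds past the cut are filed as inactive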
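Medium: diluted human serum in Mg2+-EGTA GVB++. Assay system: human serum complement alternative pathway, C3 deposition onto LPS. Also added: Plate-bound LPS. Technique: Anti-C3 ELISA, OD 450 nm. Measure: percent inhibition. Incubation: 1 h at 37 °C. Dosing: 5 µM each compound, pools of ten, 50 µM per pool.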
Cathepsin G inh – blocks human cathepsin G enzyme activity; purified enzyme, AMC-tetrapeptide fluorescence, pooled mixtures; inhibition, % at 5 µM (by protocol); P08311; AID 581; actives 0.2% (n = 62,000);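 active means inhibition above 20% in each of the two mixture wells holding the compound; inactive means inhibition of 20% or less in either well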;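 further: 0% = enzyme control without mixture and 100% = blank lacking enzyme; strong numbers were not always called active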
CatB block – inhibitors of human cathepsin B; P07858; purified cathepsin B, fluorogenic substrate, fluorescence; inhibition, %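 (tested at 10 µM)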; actives 0.1% (n = 63,000); AID 453; in the data active means inhibition above about 21%;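 further: 0% = enzyme with no compound and 100% = no enzyme blank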
FXIa mix inh – blocks human factor XIa in pooled compound mixtures | P03951 | purified FXIa, fluorogenic substrate | inhibition, % at 5 µM | actives 0.19% (n = 62,000); in the data active means inhibition above about 20%, passing the limit was not always enough;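 further: each value is inhibition by a whole ten-compound pool holding the compound; 0% = enzyme with no mixture and 100% = wells lacking enzyme; strong numbers were not always called active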
Target sequence (P03951 19-387 limits assumed): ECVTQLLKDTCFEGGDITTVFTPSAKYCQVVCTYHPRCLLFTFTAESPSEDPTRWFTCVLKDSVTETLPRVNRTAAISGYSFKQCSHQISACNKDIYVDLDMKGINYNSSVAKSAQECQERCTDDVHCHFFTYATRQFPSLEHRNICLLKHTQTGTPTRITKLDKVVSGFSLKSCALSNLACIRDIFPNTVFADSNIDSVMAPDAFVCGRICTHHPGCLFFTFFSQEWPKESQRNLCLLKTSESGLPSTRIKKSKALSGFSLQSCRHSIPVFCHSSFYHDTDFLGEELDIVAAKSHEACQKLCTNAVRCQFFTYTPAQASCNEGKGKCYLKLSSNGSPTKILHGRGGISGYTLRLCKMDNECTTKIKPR
Target sequence (P03951 388-625 limits assumed): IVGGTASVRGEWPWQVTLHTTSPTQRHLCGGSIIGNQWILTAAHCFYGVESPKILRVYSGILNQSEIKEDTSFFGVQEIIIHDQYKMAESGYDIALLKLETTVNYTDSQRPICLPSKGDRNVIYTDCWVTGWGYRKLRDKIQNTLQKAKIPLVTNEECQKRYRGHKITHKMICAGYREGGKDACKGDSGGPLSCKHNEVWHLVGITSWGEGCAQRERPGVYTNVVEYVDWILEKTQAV
CatL block – blocks human cathepsin L protease activity. purified cathepsin L, fluorogenic substrate, fluorescence. AID 460. inhibition, %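 (tested at 10 µM)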. P07711. actives 0.17% (n = 58,000); in the data active means inhibition above about 45%;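 further: 0% = enzyme with no compound and 100% = no enzyme blank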
Target sequence (P07711 114-288 limits assumed): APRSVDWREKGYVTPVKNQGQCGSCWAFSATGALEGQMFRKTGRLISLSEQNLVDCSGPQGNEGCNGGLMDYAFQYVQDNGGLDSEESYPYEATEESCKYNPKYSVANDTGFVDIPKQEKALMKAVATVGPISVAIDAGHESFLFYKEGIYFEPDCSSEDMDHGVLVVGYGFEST
Target sequence (P07711 292-333 limits assumed): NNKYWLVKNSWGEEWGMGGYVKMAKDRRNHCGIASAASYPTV
* marks the source's active call; other numbers are inactive results. This is a subset; the hit share may differ from the screen's.

What do the screens show for `COc1ccc(CC(NC(C)=O)C(=O)NC2CCN(C(=O)NCc3ccccc3)CC2)cc1` (centres undefined)?
CatS block: 12; CatB mix inh: -1; Ec RNAP inh: -2; C1s inh: 17; AP complement: 16; Cathepsin G inh: 0; CatB block: 2; FXIa mix inh: 3; CatL block: 26

Results for Oc1ccccc1CN1CCCN(Cc2ccccc2O)C1 ?
CatS block: -7; CatB mix inh: -3; Ec RNAP inh: 1; C1s inh: -10; AP complement: -1; Cathepsin G inh: 0; CatB block: 1; FXIa mix inh: -7; CatL block: 17

What do the screens show for `O=C(CCN1CCN(Cc2ccccc2)CC1)Nc1cccc(Cl)c1`?
CatS block: -2; CatB mix inh: 1; Ec RNAP inh: 12; C1s inh: 9; AP complement: -16; Cathepsin G inh: 8; CatB block: 6; FXIa mix inh: 1; CatL block: 20

How did CCOCCCn1c(=S)[nH]c2cc(C(=O)NCCOC)ccc2c1=O do in these assays?
CatS block: 6; CatB mix inh: 4; Ec RNAP inh: 11; C1s inh: -63; AP complement: 4; Cathepsin G inh: -8; CatB block: 8; FXIa mix inh: 4; CatL block: 10

What do the screens show for `Cc1cc(Oc2ccccc2)nc(N)n1`?
CatS block: 0; CatB mix inh: 2; Ec RNAP inh: 1; C1s inh: 9; AP complement: 13; Cathepsin G inh: 8; CatB block: 3; FXIa mix inh: -1

How did CN(C)C(=O)c1nnc(Cc2ccc(Cl)cc2)o1 do in these assays?
CatS block: -1; CatB mix inh: 6; Ec RNAP inh: 5; C1s inh: 3; AP complement: 13; Cathepsin G inh: 1; CatB block: 0; FXIa mix inh: 8

How did COC(=O)C1(C)NC(=O)c2ccccc2N1 (centres undefined) do in these assays?
CatS block: -6; CatB mix inh: 3; Ec RNAP inh: 5; C1s inh: -3; AP complement: 14; Cathepsin G inh: 5; CatB block: 3; FXIa mix inh: 6; CatL block: -12

What do the screens show for `Cc1cccc(N2C(=O)CC(N3CCN(Cc4ccc5c(c4)OCO5)CC3)C2=O)c1` (centres undefined)?
CatS block: 12; CatB mix inh: 4; Ec RNAP inh: -1; C1s inh: 10; AP complement: 16; Cathepsin G inh: 7; CatB block: -5; FXIa mix inh: 4; CatL block: 4

What do the screens show for `O=c1c2c(nc3nc(CCc4ccccc4)[nH]n13)CCC2`?
CatS block: -24; CatB mix inh: 7; Ec RNAP inh: 7; C1s inh: 16; AP complement: 7; Cathepsin G inh: 15; CatB block: 2; FXIa mix inh: 13; CatL block: 5

Results for CCN(CC)c1cc(Oc2ccccc2)ncn1 ?
CatS block: -1; CatB mix inh: 3; Ec RNAP inh: 3; C1s inh: -1; AP complement: 12; Cathepsin G inh: -2; CatB block: -4; FXIa mix inh: -1

How did O=C1CC(Nc2ccc(N3CCOCC3)cc2)C(=O)N1c1cccc(C(F)(F)F)c1 (centres undefined) do in these assays?
CatS block: -2; CatB mix inh: 4; Ec RNAP inh: 6; C1s inh: 0; AP complement: 16; Cathepsin G inh: 7; CatB block: -1; FXIa mix inh: 4

Results for O=C(Cn1c(NCCCO)nc2ccccc21)c1ccc(Br)cc1 ?
CatS block: 11; CatB mix inh: 2; Ec RNAP inh: 7; C1s inh: -13; AP complement: -8; Cathepsin G inh: -6; CatB block: 7; FXIa mix inh: 1; CatL block: 20

What do the screens show for `Cc1ccc2c(c1)c1c(n2CC(O)CNC(CO)(CO)CO)CCCC1` (centres undefined)?
CatS block: 1; CatB mix inh: 3; Ec RNAP inh: 4; C1s inh: 14; AP complement: 14; Cathepsin G inh: 8; CatB block: 2; FXIa mix inh: 5

Results for Cc1c(C(=O)Nc2cccc3cccnc23)oc2ccccc12 ?
CatS block: 14; CatB mix inh: -2; Ec RNAP inh: 4; C1s inh: -4; AP complement: -11; Cathepsin G inh: 12; CatB block: 0; FXIa mix inh: -1; CatL block: 6

How did COc1cccc(OC)c1OCC(C)CNCC1CCCO1 (centres undefined) do in these assays?
CatS block: 11; CatB mix inh: -1; Ec RNAP inh: 8; C1s inh: 1; AP complement: 1; Cathepsin G inh: 2; CatB block: 18; FXIa mix inh: 9; CatL block: 5

How did CC(C)(C)NC(=O)NC(=O)COc1ccccn1 do in these assays?
CatS block: 0; CatB mix inh: 0; Ec RNAP inh: 12; C1s inh: 12; AP complement: 5; Cathepsin G inh: 10; CatB block: 6; FXIa mix inh: 5; CatL block: 22

Results for CCOC(=O)NCc1ccc(Cl)c(Cl)c1 ?
CatS block: 16; CatB mix inh: 2; Ec RNAP inh: 12; C1s inh: -1; AP complement: 8; Cathepsin G inh: 14; CatB block: 8; FXIa mix inh: 13; CatL block: 0

How did CCOc1ccc(NC(=O)c2ccc(N)cc2)cc1 do in these assays?
CatS block: -1; CatB mix inh: 7; Ec RNAP inh: 4; C1s inh: 19; AP complement: 20; Cathepsin G inh: 11; CatB block: 2; FXIa mix inh: 5; CatL block: -4

Results for O=C(CC1CCCC1)NCCc1cn2ccccc2n1 ?
CatS block: -13; CatB mix inh: -17; Ec RNAP inh: -4; C1s inh: -37; AP complement: 1; Cathepsin G inh: -19; CatB block: -1; FXIa mix inh: -17; CatL block: 5

Results for CCOc1ccc(N2CCn3c2nc2c3c(=O)n(CCc3ccccc3)c(=O)n2C)cc1 ?
CatS block: 1; CatB mix inh: 7; Ec RNAP inh: 5; C1s inh: 1; AP complement: 17; Cathepsin G inh: 4; CatB block: -4; FXIa mix inh: 11; CatL block: -7

How did CCOC(=O)c1ccc(-n2c(=S)sc3c(=O)[nH]c(C)nc32)cc1 do in these assays?
CatS block: -19; CatB mix inh: 4; Ec RNAP inh: -1; C1s inh: 1; AP complement: 18; Cathepsin G inh: 6; CatB block: 8; FXIa mix inh: 2; CatL block: -6

How did Cc1cccc(N2CCN(C(=O)C3CCCN(S(=O)(=O)c4cnc[nH]4)C3)CC2C)c1 (centres undefined) do in these assays?
CatS block: 9; CatB mix inh: 0; Ec RNAP inh: 1; C1s inh: -1; AP complement: 7; Cathepsin G inh: 26; CatB block: -2; FXIa mix inh: 8; CatL block: 2

How did CCCOC(=O)Nc1ccccc1C(N)=O do in these assays?
CatS block: 12; CatB mix inh: 8; Ec RNAP inh: 4; C1s inh: -3; AP complement: 15; Cathepsin G inh: 0; CatB block: 4; FXIa mix inh: 9

Results for O=C(CN1C(=O)c2cccc3cccc1c23)NCc1cccnc1 ?
CatS block: -3; CatB mix inh: 15; Ec RNAP inh: 6; C1s inh: 8; AP complement: 4; Cathepsin G inh: 7; CatB block: 1; FXIa mix inh: 9

Results for O=C(COc1ccccc1)N1CCN(C(=O)c2cccs2)CC1 ?
CatS block: -1; CatB mix inh: 4; Ec RNAP inh: 3; C1s inh: -8; AP complement: 10; Cathepsin G inh: 5; CatB block: 2; FXIa mix inh: 1; CatL block: 3

What do the screens show for `CCOc1ccc(N(CC(=O)NC2CCCC2)S(=O)(=O)c2c(C)noc2C)cc1`?
CatS block: -1; CatB mix inh: 7; Ec RNAP inh: 4; C1s inh: -43; AP complement: 18; Cathepsin G inh: -1; CatB block: -2; FXIa mix inh: 2

Results for CCOc1c(C)cc2[nH]c(CCC(=O)O)nc2c1C ?
CatS block: 12; CatB mix inh: 1; Ec RNAP inh: 14; C1s inh: -36; AP complement: -5; Cathepsin G inh: 1; CatB block: 2; FXIa mix inh: 9; CatL block: 1

How did CC(=O)Nc1ccc(OCC(O)Cn2nc(C)c(C(C)=O)c2C)cc1 (centres undefined) do in these assays?
CatS block: 2; CatB mix inh: 1; Ec RNAP inh: 12; C1s inh: -6; AP complement: 8; Cathepsin G inh: 5; CatB block: 1; FXIa mix inh: 5; CatL block: 18

How did COc1ccc(Cl)cc1C(=O)Nn1cnc2ccccc2c1=O do in these assays?
CatS block: 0; CatB mix inh: 3; Ec RNAP inh: 10; C1s inh: -31; AP complement: 17; Cathepsin G inh: 7; CatB block: 1; FXIa mix inh: -1; CatL block: 4

What do the screens show for `O=C(CSc1nc2ccccc2[nH]1)NC(=O)NCc1ccco1`?
CatS block: 5; CatB mix inh: 3; Ec RNAP inh: 10; C1s inh: -4; AP complement: -5; Cathepsin G inh: -3; CatB block: 4; FXIa mix inh: 2; CatL block: 6

What do the screens show for `N#CC1=C(N)C(C#N)(C#N)[C@H](c2ccncc2)[C@H]2CC3(CC=C12)OCCO3`?
CatS block: -3; CatB mix inh: 4; Ec RNAP inh: 4; C1s inh: 4; AP complement: 12; Cathepsin G inh: 0; CatB block: -4; FXIa mix inh: 7; CatL block: -4

Results for CS(=O)(=O)N1CCN(C(=O)Cc2cccs2)CC1 ?
CatS block: -5; CatB mix inh: 5; Ec RNAP inh: 6; C1s inh: 1; AP complement: 6; Cathepsin G inh: 3; CatB block: -5; FXIa mix inh: 8; CatL block: 12

How did COc1ccc(S(=O)(=O)NC2CCCC2)cc1Br do in these assays?
CatS block: 0; CatB mix inh: 1; Ec RNAP inh: 3; C1s inh: 3; AP complement: 10; Cathepsin G inh: 0; CatB block: -1; FXIa mix inh: -1; CatL block: -9

Results for CCOC(=O)N1CCN(C(=O)c2ccccc2-c2ccccc2)CC1 ?
CatS block: -7; CatB mix inh: 4; Ec RNAP inh: 3; C1s inh: 3; AP complement: 8; Cathepsin G inh: 8; CatB block: 4; FXIa mix inh: 4; CatL block: 5

What do the screens show for `O=C(C1=C(O)C(=O)N(CCc2ccccc2)C1c1cccnc1)c1ccco1` (centres undefined)?
CatS block: 14; CatB mix inh: 5; Ec RNAP inh: 5; C1s inh: 18; AP complement: -1; Cathepsin G inh: 10; CatB block: 1; FXIa mix inh: 5; CatL block: 5

Results for Cc1ccc(C(C)C)c(OCc2ccc(-c3nnco3)cc2)c1 ?
CatS block: -5; CatB mix inh: -7; Ec RNAP inh: -8; C1s inh: -2; AP complement: 21; Cathepsin G inh: -4; CatB block: -2; FXIa mix inh: 9; CatL block: -2

How did Cn1c(NCc2ccccc2O)nc2ccccc21 do in these assays?
CatS block: -3; CatB mix inh: -7; Ec RNAP inh: 4; C1s inh: 3; AP complement: 7; Cathepsin G inh: 8; CatB block: 1; FXIa mix inh: 2; CatL block: 1

How did O=C(CCSc1ccccc1)NCCSc1ccccn1 do in these assays?
CatS block: -8; CatB mix inh: -9; Ec RNAP inh: 8; C1s inh: -155; AP complement: -3; Cathepsin G inh: -9; CatB block: 6; FXIa mix inh: -28

Results for COc1ccccc1CNC(=O)C1CCCN(S(=O)(=O)c2cccc3cccnc23)C1 (centres undefined) ?
CatS block: -2; CatB mix inh: 3; Ec RNAP inh: 7; C1s inh: 13; AP complement: 6; Cathepsin G inh: 8; CatB block: 2; FXIa mix inh: 3; CatL block: 1

How did COc1ccccc1C(=O)N1CCN=C1SC do in these assays?
CatS block: -6; CatB mix inh: 0; Ec RNAP inh: -1; C1s inh: -53; AP complement: 14; Cathepsin G inh: -5; CatB block: -1; FXIa mix inh: 0; CatL block: -5

Results for COc1ccc(-n2c(Cc3cccn3C)nnc2SCC(=O)N2CCCc3ccccc32)cc1 ?
CatS block: -8; CatB mix inh: 2; Ec RNAP inh: 1; C1s inh: -3; AP complement: 6; Cathepsin G inh: 17; CatB block: 0; FXIa mix inh: 3; CatL block: 4
